PriA SSB inh = blocks PriA binding to SSB C-terminal tail | AID 1272365 | actives 0.6% (n = 430,000) | AlphaScreen SSBct-PriA binding, biotinylated peptide | inhibition, % at 33 µM; in the data active = inhibition mostly above about 37%, no sharp cut-off; inactive = mostly below about 20%;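 also: plate controls were negative control peptide for no effect and reference peptide for full effect; strong numbers were not always called active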
An asterisk follows results filed as active; & = joins results of further samples. The list is partial, so the mix of outcomes need not match the whole.

SMILES | PriA SSB inh
COc1ccc(C2C(=C(O)c3ccc4c(c3)CC(C)O4)C(=O)C(=O)N2CCCN2CCOCC2)cc1OC (configuration not stated) | -1.9
COc1ccc(OC)c2sc(N(Cc3ccccn3)C(=O)c3cc(C)no3)nc12 | 1.0
Cc1c(C)n2c3c(=O)n(CC(C)C)c(=O)n(C)c3nc2n1Cc1ccco1 | -5.0
O=C(NCC1(c2ccsc2)CCCC1)c1cc2ccccc2[nH]1 | -26.0
COCCCNC(=O)C(=O)Nc1ccccc1C#N | -18.0
COc1ccc(NC(=O)c2ccc3nn(CC(=O)Nc4ccccc4C(F)(F)F)c(=O)n3c2)cc1 | -7.0
CSc1cccc(NC(=O)NCCNc2cc(-n3nc(C)cc3C)ncn2)c1 | -12.0
O=C(CCSc1nc2scc(-c3ccco3)c2c(=O)n1-c1ccccc1)Nc1cccc(-c2nc3ccccc3s2)c1 | -56.0&-1.0
O=C(Cc1ccsc1)N1CCN(C(=O)c2cnn3c2CCCC3)CC1 | -16.0
O=S(=O)(NCc1ccco1)c1cccc(Cl)c1 | -12.0&15.0
CC(=O)c1ccc(NC(=O)CSc2ccc(NC(=O)C(C)C)nn2)cc1 | -9.0&-3.0
COC(=O)c1ccc2c(c1)C(=O)/C(=C/c1cn(-c3ccccc3)nc1-c1ccc3c(c1)OCCO3)O2 | 6.0
O=c1oc2ccccc2n1CCOc1ccccc1Cl | -6.0
COc1ccc(OCc2ccc(C=NNC(=O)c3sccc3C)o2)cc1 | 7.7
Cn1cnc2c(cnn2C2CCS(=O)(=O)C2)c1=O (configuration not stated) | -13.0
Cc1cc(C)nc(SCc2c(C(=O)O)nnn2-c2ccccc2)n1 | 2.0
O=C(NCC1CCN(Cc2ccco2)CC1)C12CC3CC(CC(C3)C1)C2 | -9.0
Cc1nn(C2CCS(=O)(=O)C2)c2nc(-c3ccccc3)cc(C(=O)NCCCn3ccnc3)c12 (configuration not stated) | -5.0
Cc1nc(Nc2ccc3c(c2)OCCO3)c2c3c(sc2n1)CCCC3 | -10.0
Cc1csc(NC(=O)[C@H](Cl)c2ccccc2)n1 | 1.6
COC(=O)c1[nH]c(C)c(C(O)=C2C(=O)C(=O)N(CCN(C)C)C2c2ccccc2OC)c1C (configuration not stated) | -6.9
Cc1n[nH]c(C)c1CCC(=O)NC1CCC(Oc2ccccn2)CC1 (configuration not stated) | -9.0
COc1ccccc1NC(=O)N1CCC(CNC(=O)Nc2cccc(C(F)(F)F)c2)CC1 | -7.0
COc1ccc(C2=NN(C(=O)c3ccc(Nc4nc(-c5ccccc5)c5cc(Cl)ccc5n4)cc3)C(c3ccccc3)C2)cc1 (configuration not stated) | -2.0&1.0
O=C(NN=Cc1cccnc1)c1ccccc1Br | -3.9
CCCOc1ccc(-c2c(C(=O)NN=Cc3ccccc3OCC)nnn2-c2nonc2N)cc1 | -8.6
COc1ccc(C=NNC(=O)CNC(=O)COc2ccccc2)cc1 | -2.1
COc1ccc(C=NNc2nc(C)cc(=O)[nH]2)cc1OC | -17.1
CCOC(=O)Nc1nc(CC(=O)Nc2ccc(OCC)cc2)cs1 | -2.0
Cc1ccc(NC(=O)CN2CCC(c3nc4ccccc4[nH]3)CC2)cc1Cl | -6.0
Cc1cc(NC(=O)c2ccc(Cl)cc2)n(-c2nc(-c3cccs3)cs2)n1 | -1.0
COC(=O)c1ccc2c(=O)n(CCCC(=O)N3CCN(c4ccccc4F)CC3)c(=S)[nH]c2c1 | 22.0
N#CC1=C(SCSC2=C(C#N)C(c3ccccc3Cl)CC(=O)N2)NC(=O)CC1c1ccccc1Cl (configuration not stated) | 10.0
COc1ccc2[nH]cc(CCNC(=O)[C@H]3CCc4nn(C)c(=O)cc4C3)c2c1 | -13.0
COc1ccc(CC(=O)Nc2ccc3c(c2)NC(=O)C(C)(C)CO3)cc1OC | 26.0
Cc1nc2ccc3nc(NC(=O)C4CCCN(S(=O)(=O)c5ccc(Cl)s5)C4)sc3c2s1 (configuration not stated) | -6.0
Cn1ccc(C(=O)N(Cc2cccnc2)c2nc3ccc(F)cc3s2)n1 | 5.0
Cn1ccccc1=Nc1cccc[n+]1C | -6.0&-3.4
CCOc1ccc(S(=O)(=O)Nc2cc(C)ccn2)cc1 | -3.0
COc1ccc(-c2cc(=O)n(CC(=O)NCc3ccccn3)cn2)cc1 | -19.0
O=C(NCc1ccc(F)cc1)N1CCC(c2nnc(-c3ccco3)s2)CC1 | -25.0
Cn1c(=O)c(C(=O)NCc2ccco2)cc2cccnc21 | 0.0
C=CCN1C(=O)/C(=C/C(=O)OC)SC1=NNC(=O)c1ccccc1 | -3.0
Cn1c(=O)cc2c3c(c(N4CCOCC4)ccc31)C(=O)c1ccccc1-2 | 8.0
COc1cc(C=NNc2ccccc2[N+](=O)[O-])cc(OC)c1O | 34.2

4 of these compounds, reformatted:
> COc1ccc(C2C(=C(O)c3ccc4c(c3)CC(C)O4)C(=O)C(=O)N2CCCN2CCOCC2)cc1OC (configuration not stated)
  PriA SSB inh = -1.9

> COc1ccc(OC)c2sc(N(Cc3ccccn3)C(=O)c3cc(C)no3)nc12
  PriA SSB inh = 1.0

> Cc1c(C)n2c3c(=O)n(CC(C)C)c(=O)n(C)c3nc2n1Cc1ccco1
  PriA SSB inh = -5.0

> O=C(NCC1(c2ccsc2)CCCC1)c1cc2ccccc2[nH]1
  PriA SSB inh = -26.0

Continued.
SMILES | PriA SSB inh
O=C(NN=Cc1ccc(Cl)cc1)C1CC12CCC2 (configuration not stated) | -0.8
O=C(Nc1cccc(-c2ccc3nnc(-c4cccnc4)n3n2)c1)c1ccc(F)cc1 | -3.0
CC(=NNC(=O)CSCc1ccc([N+](=O)[O-])cc1)c1ccccc1O | -4.0
COc1ccc(Nc2nc(Nc3ccccc3)c3nccnc3n2)cc1Cl | -8.0&-6.0
Oc1c(C(c2ccc(Cl)cc2)N2CCCCC2)ccc2cccnc12 (configuration not stated) | 96.0
N#Cc1cccnc1OC1CCN(C(=O)c2ccccc2C(=O)c2ccccc2)CC1 | -1.0
O=C(c1cccs1)N1CCC(S(=O)(=O)Cc2ccco2)CC1 | -6.0
O=C(NCc1nccc(N2CCOCC2)n1)c1cccc(Cl)c1 | -6.0
COc1ccc2cc(CCNC(=O)c3cccc(Br)c3)c(=O)[nH]c2c1 | -3.0
Cc1ccc(N2C(=O)C3N=NN(CC(=O)Nc4ccc(F)c(Cl)c4)C3C2=O)cc1Cl (configuration not stated) | -9.0
O=C(c1ccc(OC(F)(F)F)cc1)N(Cc1ccoc1)Cc1cccs1 | 9.0
COc1ccc(-c2nc3sc(CCNS(=O)(=O)c4ccc(F)cc4C)c(C)n3n2)cc1 | -2.0
CCn1nnc(C(N)=O)c1N | -10.0
CC(C)NC(=O)C(=NO)c1ccccc1 | -10.3
Cc1cc(C(=O)Nc2nc3c(C(C)C)cccc3s2)n(C)n1 | -2.0
COc1ccc(-c2csc(CN3CCN(C(=O)Cc4cccs4)CC3)n2)cc1 | 10.0&-1.0
NC(=NOC(=O)c1ccc(Br)cc1)c1cccc([N+](=O)[O-])c1 | 4.0
COc1cn(CC(=O)Nc2cccc(C)c2C)c(CSc2ccc(Cl)cc2)cc1=O | 7.0
COc1ccc2nc(-c3ccc(Cl)c(NC(=O)COc4ccc(Cl)cc4)c3)cn2n1 | -7.0
CC(C)(C)c1ccc(-n2c(=O)[nH]c3c(C(N)=O)nc(-c4ccc(Cl)cc4Cl)nc32)cc1 | 0.0
O=C(CS(=O)(=O)c1ccc(F)cc1)Nc1ccc(F)cc1F | 1.0
N=c1c(-c2nc3ccccc3s2)cc2c(=O)n3ccccc3nc2n1Cc1ccco1 | -14.0
O=C1OC2(CCN(C(=O)c3ccc4[nH]ccc4c3)CC2)c2ccccc21 | 6.0
CC(C)(C)OC(=O)N1CCC(NC(=O)CCc2nnc3ccc(-c4ccccc4)nn23)CC1 | -19.0
CCSc1nc2n(n1)[C@@H](c1ccc(OCC(N)=O)c(OC)c1)C(C(=O)OC)=C(C)N2 | 1.0
O=C(NCCCn1nc(-c2cccs2)ccc1=O)c1ccc(F)c(F)c1 | 0.0
COc1ccc(S(=O)(=O)NCCCN2CCN(c3ccccc3)CC2)cc1 | -1.0
CC(=O)N1CCN(S(=O)(=O)CCCOc2ccc3c(c2)OCO3)CC1 | 14.0
NC(=O)C1CCN(C2CCCC2)CC1 | 23.0
COc1ccc(C2(CNC(=O)c3cccc(N(C)C)c3)CCCC2)cc1 | -7.0
CN1CCc2cc(C(CNC(=O)c3cccc(C(F)(F)F)c3)N3CCCC3)ccc21 (configuration not stated) | 17.0
COc1ccc([C@H](CNC(=O)Nc2cccc(C)c2)N2CCN(C)CC2)cc1 | -9.0
COc1cccc(C=NNC(=O)c2cc3cc([N+](=O)[O-])ccc3s2)c1O | 6.1
O=C(Nc1nc(CSCc2ccc(F)cc2)cs1)c1cccc(Cl)c1 | 2.0
O=C(/C=C/c1ccccc1)Nc1nnc(-c2ccc(Br)cc2)o1 | 4.0
Cc1cc(OCC(O)CNCc2ccco2)ccc1Cl (configuration not stated) | -5.0
Cc1cc(=O)[nH]c(-n2nc(-c3cccs3)cc2NC(=O)c2ccccc2F)n1 | -14.0
CC(=O)N1CCc2cc(S(=O)(=O)NCCOc3ccc4nnc(C)n4n3)ccc21 | -5.0
O=C(Cc1ccc(F)cc1)NCCOc1ccc2nnc(-c3ccccc3Cl)n2n1 | -3.0
Cc1nc(C)c(CNS(=O)(=O)c2ccc(OC(F)(F)F)cc2)s1 | -8.0
COc1ccc(-c2nc(C)c(CCNC(=O)c3ccc(Br)o3)s2)cc1OC | 11.0
Cc1cccc2c(NC(=O)CSc3nc4ccccc4s3)ccnc12 | -3.0
CC(=O)N[C@@H](CCS(C)(=O)=O)C(=O)Nc1cc(Cl)ccc1Cl | -4.0
COc1ccc(C2(CN)CCCC2)cc1 | -3.0
Cc1cc(C)n(CCC(=O)O)n1 | -15.0&9.0
Nc1c(C(=O)NCc2ccco2)sc(=S)n1CC1CCCO1 (configuration not stated) | 13.0
O=C(Nc1nnc2n1CCS2)c1c(F)cccc1F | 15.0
CS(=O)(=O)N1CCC(CNC(=O)Cc2ccc(F)cc2)CC1 | -20.0
Cc1cccc2sc(N(Cc3ccccn3)C(=O)/C=C/c3cccs3)nc12 | -13.0
Cc1ccc2c(c1)C(=NOS(=O)(=O)c1ccccc1)CCS2 | -32.9
C=CCN(CC=C)S(=O)(=O)c1ccc(C(=O)Nc2sc3c(c2C(N)=O)CCN(C(=O)OCC)C3)cc1 | -15.0
O=C(c1nc2ccccc2s1)N1CCS[C@H]1c1ccc(C(F)(F)F)cc1 | -5.0
OC(CNCc1ccccc1)CN1c2ccccc2Sc2ccccc21 (configuration not stated) | -3.0
Fc1ccc2nc(NCCN3CCOCC3)sc2c1 | 32.0
Clc1ccc2c(NN=Cc3cccnc3)ccnc2c1 | 3.3
Cc1nc(C)n(C[C@H](O)COc2ccc3c(c2)CCC3)n1 | -18.0
CCOc1cc(C=NNC(=O)C(=O)NC2CC2)cc(Br)c1O | -5.9
CN(C)c1cnnc(N2CCN(C(=O)CCc3ccccc3)CC2)c1 | -3.0
Cc1ccccc1Cn1nnc2c(=O)n(Cc3nc(-c4cccc(C(F)(F)F)c4)no3)cnc21 | -10.0
C=CCN1C(=O)/C(=C\C=C2/CCCN2C)SC1=S | 7.0

Of the compounds above, 7 have a CF3 group:
SMILES | PriA SSB inh
COc1ccc(NC(=O)c2ccc3nn(CC(=O)Nc4ccccc4C(F)(F)F)c(=O)n3c2)cc1 | -7.0
COc1ccccc1NC(=O)N1CCC(CNC(=O)Nc2cccc(C(F)(F)F)c2)CC1 | -7.0
O=C(c1ccc(OC(F)(F)F)cc1)N(Cc1ccoc1)Cc1cccs1 | 9.0
CN1CCc2cc(C(CNC(=O)c3cccc(C(F)(F)F)c3)N3CCCC3)ccc21 (configuration not stated) | 17.0
Cc1nc(C)c(CNS(=O)(=O)c2ccc(OC(F)(F)F)cc2)s1 | -8.0
O=C(c1nc2ccccc2s1)N1CCS[C@H]1c1ccc(C(F)(F)F)cc1 | -5.0
Cc1ccccc1Cn1nnc2c(=O)n(Cc3nc(-c4cccc(C(F)(F)F)c4)no3)cnc21 | -10.0

(next part)
SMILES | PriA SSB inh
N#Cc1c(N)nc(SCC(=O)c2ccccc2)c(C#N)c1-c1ccc(O)cc1 | -7.0
CC1C(=O)NCCN1C(=O)c1cc(Cl)sc1Cl (configuration not stated) | -23.0
CC(C)C[C@H](C)N1Cc2ccccc2OCC1=O | -17.0
Cc1c(C(=O)N2CCCc3ccccc32)nnn1-c1ccc2noc(-c3ccc(Cl)cc3)c2c1 | -11.0
COC[C@@](C)(O)CNC(=O)c1cn(C)nn1 | 3.0
N#C/C(=C\Nc1ccc(S(=O)(=O)Nc2nccs2)cc1)c1nc(-c2cccc([N+](=O)[O-])c2)cs1 | 10.0
O=C(c1ccccc1)N1CCC(C(=O)N2CCN(c3cc(C(F)(F)F)ncn3)CC2)CC1 | 0.0
O=c1cc(CN2CCN(Cc3ccccc3)CC2)occ1OCc1c(F)cccc1Cl | 10.0&11.0
O=C(C1CCC1)N(C[C@H]1CCCO1)c1nc2c(F)cccc2s1 | -11.0
COC(=O)Nc1nc(CC(=O)NCCc2ccc(S(N)(=O)=O)cc2)cs1 | -1.0
O=C(NCCCn1ccnc1)c1cc2n(n1)CCCO2 | 34.0*
COc1ccc(C=NNC(=O)c2cc(-c3ccccc3OC)nc3ccccc23)cc1COC(C)=O | 3.0
O=c1[nH]c2cc3c(cc2c(=O)n1Cc1nc(-c2ccccc2Cl)no1)OCO3 | -5.0
COc1cccc2cc(C(=O)Oc3ccc(Cl)c4ncccc34)c(=O)oc12 | 5.0
O=C(CSc1nc2c(c(=O)n1-c1ccc(OC(F)(F)F)cc1)SCC2)NC1CCCCC1 | -2.0
CCc1nc2ccccc2n1CCC(N)=O | 9.0
O=C(NN=Cc1cccc2ccccc12)c1cccnc1 | -10.5
O=C(CCn1ccc(=O)[nH]c1=O)Nc1cnn(CC2COc3ccccc3O2)c1 (configuration not stated) | -39.0
CS(=O)(=O)N1CCC[C@H](C(=O)NCc2ccccc2)C1 | -3.0
O=C(Nc1ccc(F)c(F)c1)c1ccc2nc[nH]c2c1 | -13.0&-6.0
CCOC(=O)C1CCCN(C(=O)CCc2csc3nc(-c4ccc(OC)cc4)cn23)C1 (configuration not stated) | -1.0
Cc1cccc(NC(=O)CSc2nccc(N3CCN(c4ccc(F)cc4)CC3)n2)c1C | -3.0

Compound activity from PubChem.
